High-throughput results from PubChem BioAssay.
GSTO1 counter: blocks human GSTO1 in RBBP9 counter-screen | hit rate 1.1% among 300,000 | recombinant GSTO1, activity-based probe fluorescence polarization | inhibition, % at 5.96 µM;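 active = inhibition above the campaign mean inhibition plus 3 SD, cut at about 35% in these data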;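 note: 0% = GSTO1-1 with DMSO and 100% = wells lacking GSTO1-1 enzyme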
PAD4 FP inh: PAD4 (human) enzyme inhibition | hit rate 0.41% among 330,000 | recombinant PAD4, RCA probe fluorescence polarization | Q9UM07 | inhibition, % at 6.36 µM;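 active = percent inhibition above a cutoff equal to the mean of all tested compounds plus 3 SD, cut at about 15% in these data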;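 note: 0% = PAD4 with RCA probe and DMSO and 100% = probe without PAD4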
LYPLA1 counter: LYPLA1 (human) inhibition in PME1 counter-screen; O75608; recombinant LYPLA1, FP-Rh probe fluorescence polarization; inhibition, % at 5.9 µM; hit rate 0.16% among 320,000; AID 2174;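 active = inhibition above the mean of all tested compounds plus 3 SD, set per campaign, cut at about 14% in these data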;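 note: inhibitors block serine hydrolase probe labeling of LYPLA1 so polarization falls; 0% = enzyme with DMSO and 100% = wells lacking LYPLA1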
PAFAH1B2 inh: inhibitors of human PAFAH1B2; recombinant PAFAH1B2, FP-rhodamine activity probe, fluorescence polarization; inhibition, % at 3.39 µM; hit rate 1.2% among 340,000;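 active = inhibition above the mean of all tested compounds plus 3 SD, cut at about 24% in these data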;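 note: 0% = enzyme with DMSO and 100% = wells lacking PAFAH1B2; many of its hits are not listed in these tables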
Target sequence (P68402 whole entry, looked up): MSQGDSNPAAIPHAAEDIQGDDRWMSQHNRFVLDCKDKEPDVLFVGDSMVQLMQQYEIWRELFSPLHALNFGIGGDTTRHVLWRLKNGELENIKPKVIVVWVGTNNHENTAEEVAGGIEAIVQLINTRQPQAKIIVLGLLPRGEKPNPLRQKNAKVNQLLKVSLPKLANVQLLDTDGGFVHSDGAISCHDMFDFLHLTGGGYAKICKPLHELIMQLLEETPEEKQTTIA
PAFAH1B3 FP inh: PAFAH1B3 (human) inhibition. Q15102. recombinant PAFAH1B3, FP-rhodamine probe, fluorescence polarization. inhibition, % at 3.39 µM. hit rate 0.28% among 340,000;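 active = inhibition above the screen-wide average of all tested compounds plus 3 SD, cut at about 25% in these data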;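 note: 0% = enzyme with DMSO only and 100% = wells lacking PAFAH1B3 protein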
Target sequence (Q15102 whole entry, looked up): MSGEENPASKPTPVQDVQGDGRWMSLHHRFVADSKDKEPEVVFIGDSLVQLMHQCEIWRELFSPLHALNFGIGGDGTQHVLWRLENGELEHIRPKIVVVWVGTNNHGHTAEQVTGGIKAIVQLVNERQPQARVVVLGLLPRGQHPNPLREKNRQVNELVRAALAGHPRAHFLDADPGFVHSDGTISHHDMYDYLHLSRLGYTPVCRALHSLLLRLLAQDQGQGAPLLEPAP
PAFAH2 FP inh: PAFAH2 (human) inhibition; inhibition, % at 3.39 µM; Q99487; hit rate 0.99% among 340,000; AID 492956; recombinant PAFAH2, FP-rhodamine activity probe, fluorescence polarization;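 active = inhibition above the mean over all tested compounds plus 3 SD, cut at about 30% in these data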;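 note: inhibitors block probe labeling of enzyme so polarization drops; 0% = enzyme with DMSO and 100% = wells lacking PAFAH2 protein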
Fam108B inh: counter-screen for RBBP9 inhibitors: inhibitors of mouse Fam108B; recombinant Fam108B, FP-Rh probe fluorescence polarization; inhibition, % at 9.51 µM; hit rate 0.33% among 300,000;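 active = inhibition above the screen mean inhibition plus 3 SD, computed separately per campaign, cut at about 18% in these data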;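 note: inhibitors lower polarization as less probe binds the enzyme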
pPAFAH inh: inhibitors of human plasma PAF acetylhydrolase (pPAFAH); Q13093; recombinant pPAFAH, FP-rhodamine probe fluorescence polarization; inhibition, % at 3.39 µM; hit rate 1.5% among 330,000;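 active = inhibition above the mean inhibition across the screen plus 3 SD, cut at about 25% in these data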;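 note: inhibitors block binding of the rhodamine activity-based probe so polarization drops; 0% = enzyme with DMSO and 100% = wells lacking pPAFAH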
Target sequence (Q13093 whole entry, looked up): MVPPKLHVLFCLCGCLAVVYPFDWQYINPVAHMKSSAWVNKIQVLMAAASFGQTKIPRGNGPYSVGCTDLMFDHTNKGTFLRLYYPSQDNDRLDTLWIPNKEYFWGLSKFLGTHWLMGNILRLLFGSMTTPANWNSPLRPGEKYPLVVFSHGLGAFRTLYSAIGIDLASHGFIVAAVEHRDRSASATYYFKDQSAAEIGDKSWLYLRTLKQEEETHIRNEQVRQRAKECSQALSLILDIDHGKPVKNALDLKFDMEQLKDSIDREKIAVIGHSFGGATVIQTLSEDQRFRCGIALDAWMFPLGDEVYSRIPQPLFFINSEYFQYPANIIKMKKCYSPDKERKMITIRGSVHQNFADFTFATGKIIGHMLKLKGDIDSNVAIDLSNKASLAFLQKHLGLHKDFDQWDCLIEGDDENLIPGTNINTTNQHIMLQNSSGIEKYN
PME-1 primary: PME-1 (human) inhibition | recombinant PME-1, FP-Rh probe fluorescence polarization | Q9Y570 | hit rate 0.53% among 320,000 | inhibition, % at 5.9 µM;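 active = inhibition above the campaign mean of all compounds plus 3 SD, cut at about 26% in these data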;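 note: competitive labeling of PME-1 active site by serine hydrolase directed probe; 0% = PME-1 with DMSO and 100% = wells lacking PME-1 enzyme; inhibitors block probe labeling so polarization falls and inhibition rises; many of its hits are not listed in these tables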
Numbers without * were called inactive; . = no result given.

SMILES	GSTO1 counter	PAD4 FP inh	LYPLA1 counter	PAFAH1B2 inh	PAFAH1B3 FP inh	PAFAH2 FP inh	Fam108B inh	pPAFAH inh	PME-1 primary
CC(C)c1ccc2[nH]c3nc(SCC(=O)N4CCOCC4)nnc3c2c1	2	-1	-3	8	9	4	-3	5	-6
NC(=O)C1CCN(S(=O)(=O)c2cc3c4c(c2)CCN4C(=O)CC3)CC1	0	-1	4	-2	-1	-1	2	4	5
O=C(CN(C(=O)CCC(=O)Nc1nccs1)c1ccc2c(c1)OCO2)NCc1ccc(F)cc1	-6	-4	2	3	7	-4	0	7	-2
c1ccc(COC2CCCN(Cc3nc(-c4cnccn4)no3)C2)cc1 (stereo not drawn)	10	7	6	-2	2	-3	-2	1	1
O=C(CN1CCN(c2ccccc2)CC1)NC(=O)NCc1ccco1	3	-2	-2	7	8	4	8	-4	9
COc1ccc(N(C)C(=O)Cn2c(=O)oc3ccccc32)c(OC)c1	3	-2	5	16	20	27	5	7	-3
O=C(CSc1nnc(-c2ccccn2)o1)Nc1ccccc1Cl	7	-5	1	2	2	2	1	4	3
CC1(C)COC(/C=C/c2cccc([N+](=O)[O-])c2)=N1	3	0	-1	0	4	6	-1	-2	3
O=C(c1ccc(F)cc1)N(Cc1ccco1)C1CCS(=O)(=O)C1 (stereo not drawn)	2	-2	0	12	-2	6	8	4	7
CC1CC(C)CN(c2nc(N(C)c3ccccc3)nc(N)c2[N+](=O)[O-])C1 (stereo not drawn)	-9	-1	2	2	0	7	0	16	-3
CC(C)C(c1nnnn1Cc1ccco1)N1CCN(C2CCCC2)CC1 (stereo not drawn)	-2	0	0	6	3	-1	0	0	2
Cc1ccc(/C=N\NC(=O)c2cncc(Br)c2)o1	-2	-5	-3	5	16	-3	0	1	-2
CC(=O)Oc1cc(O)c2c(=O)c(OC(C)=O)c(-c3ccc(OC(C)=O)c(OC(C)=O)c3)oc2c1	60*	-9	-13	22	47*	38*	-2	31*	14
Cc1onc(-c2ccccc2)c1C(=O)OCc1nnc(-c2ccccc2)o1	-1	0	0	0	7	0	1	3	-7
COC(=O)[C@H](C)NC(=O)Nc1cccc(C)c1	-4	-2	1	1	3	3	2	3	4
COc1cccc(/C=N/NC(=O)CSc2nnc(C)n2-c2ccccc2)c1OC	4	2	0	0	2	6	-4	1	1
N#C/C(=C\c1ccc(-c2cccc([N+](=O)[O-])c2)o1)C(=O)N1CCOCC1	-7	0	0	3	5	6	0	0	1
COCCN(Cc1ccccc1)C(=O)Cc1ccc(S(=O)(=O)N2CCOCC2)s1	.	-2	1	-2	-5	-3	.	3	5
Cc1ccc(N=C2NC(=O)C(CC(=O)O)S2)cc1 (stereo not drawn)	4	4	-2	1	4	-14	0	-2	-5
COc1ccccc1N1CCN(CCCNC(=O)Nc2ccccc2C)CC1	-4	-4	2	1	1	8	-7	-3	-2
O=C(COc1ccc2c3c(c(=O)oc2c1)CCCC3)NCc1ccncc1	3	2	1	0	-1	4	-1	4	-8
O=c1c2ccccc2nc(N/N=C/c2ccccc2)n1O	20	-2	0	-2	1	3	5	-4	-3
Cc1ccccc1OCc1nnc(SCC(=O)Nc2ccc3c(c2)oc2ccccc23)n1C	-2	-3	-6	0	1	-6	0	3	-2
Cc1ccccc1NC(=O)COc1nsnc1N1CCOCC1	0	-5	-2	8	-2	-6	-2	1	0
COc1ccc2[nH]cc(CCNC(=O)c3ccco3)c2c1	.	-2	2	2	10	6	.	-2	-4
CCOC(=O)c1c(C)cc(C)[nH]c1=O	-2	2	0	4	-3	1	3	1	2
CCn1c(COc2cccc(C)c2)nc2ccccc21	2	3	-5	1	-3	9	3	1	-1
C/C(=N\Nc1ccc([N+](=O)[O-])cc1)c1ccc(-n2nncc2C)cc1	-1	-1	1	-5	-3	0	5	8	7
O=C(c1ccccn1)N1N=C2/C(=C/c3ccccc3)CCCC2C1c1ccccc1 (stereo not drawn)	-6	-9	3	3	-1	3	-4	-4	3
COC(=O)c1ccccc1Oc1ccc(NC(=O)CCCl)cc1	11	0	0	1	-3	1	-1	-3	2
COc1ccc(OC)c(-c2csc(NC(=O)COC(=O)c3ccc(NC(=O)CC#N)cc3)n2)c1	.	-12	-36	-4	-11	-10	.	7	-46
COc1ccc(NC(=O)Nc2cccc(Cl)c2Cl)c(OC)n1	-5	-2	0	3	1	-10	-1	5	3
Cc1cc(NC(=O)c2ccc(Br)o2)ccc1NC(=O)c1ccco1	2	-3	0	-1	-1	-6	-1	-1	-2
C=C(c1ccc(OC)cc1)c1ccc(OC)cc1	6	-7	-1	5	2	-1	2	8	0
CCSc1nnc(NC(=O)c2cccs2)s1	-10	-3	-3	2	3	2	0	2	0
CCN(CC)c1ccc2cc(-c3nc(-c4ccc(OC)cc4)cs3)c(=O)oc2c1	0	-10	0	.	.	.	-6	3	3
O=C(CN(Cc1ccccc1F)C(=O)c1csnn1)NC1CCCCC1	3	1	1	4	6	0	-3	4	-3
COc1cccc(OC)c1C(=O)OCC(=O)N1CC(C)CC(C)C1 (stereo not drawn)	.	-1	-1	2	2	2	.	1	3
CCSc1nnc(NC(=O)c2nn(C(C)C)c(=O)c3ccccc23)s1	-15	3	-2	4	0	3	-5	3	-2
Cc1noc(C)c1S(=O)(=O)Nc1ccc(C(=O)N2CCCCC2)cc1	2	-4	-2	-6	8	-1	0	-5	-3
O=C1C=C(c2cc(Cl)cc(Cl)c2)C[C@@H](c2ccc(F)cc2)C1	.	-1	-3	3	3	2	.	5	-5
CCOC(=O)c1ccc(N(CC(=O)NC2CCCC2)C(=O)CNC(=O)c2ccco2)cc1	6	-1	-1	-2	-3	9	1	0	-5
COc1cccc(CNCC(=O)Nc2ccc(N3CCOCC3)cc2)c1	7	-2	4	1	-2	4	-1	4	1
Cc1ccc(C(=O)CSc2nc(C(C)C)nc3ccccc23)cc1	0	4	-7	2	9	4	-2	1	-3
Cc1ccc(C)c(OCCN2CCOCC2)c1	2	5	1	4	12	-4	1	5	-1
Nc1nnc(Cc2ccc(F)cc2)s1	-1	-2	2	1	0	-8	2	2	1
COCCNC(=O)CN1C(=O)COc2ccc(S(=O)(=O)N3CCCCCC3)cc21	-3	-7	4	4	2	1	1	2	1
Cc1ccc(N=C2c3ccccc3C(=O)C2[N+](=O)[O-])cc1C (stereo not drawn)	-6	-7	-2	4	-2	1	-5	0	-2
Cc1ccc(NC(=O)Cc2ccc(F)cc2)cc1	8	2	1	1	1	6	-1	3	1
O=C(NCCN1CCOCC1)c1cc(=O)[nH]c2ccc(Br)cc12	-4	-2	-2	3	4	0	3	-1	5
CCOC(=O)c1sc(N(Cc2ccccc2)C(=O)COC(=O)c2cnccn2)nc1C	-5	-7	-1	1	6	4	-1	1	-3
Cc1cccc(C)c1OCc1cc(C(=O)N2CCN(Cc3nccn3C)CC2)no1	4	4	6	-1	5	17	2	8	2
COc1ccc(C2/C=C\CN(C(=O)NC34CC5CC(CC(C5)C3)C4)CC(=O)N2Cc2ccc(F)cc2)cc1 (stereo not drawn)	9	-2	-6	-4	-6	-4	-4	2	-2
CCNC(=O)NC(=O)C(C)OC(=O)c1cccn1C (stereo not drawn)	8	-1	2	-2	-9	-3	-3	3	-4
Cc1ccccc1Nc1nc(N)nc(COC(=O)c2cccc(S(=O)(=O)N(C)C)c2)n1	1	-1	5	5	3	0	-3	3	0
CCO[C@H]1OC(C(=O)O)=C[C@@H](c2csc3ccccc23)[C@@H]1CCCO	3	1	1	9	5	-1	-1	7	-1
C=CCOC(=O)C1=C[C@H](c2csc3ccccc23)C[C@H](OCc2ccc(CO)cc2)O1	-3	-6	-7	-1	3	-3	-6	12	-6
CN(Cc1ccccc1)C(=O)c1[nH]cnc1C(=O)Nc1nccs1	.	0	1	-6	-5	-9	.	-4	2
O=C(Nc1ccncc1)c1cc2ccccc2cc1O	3	-6	-4	10	10	7	6	10	-13
CCCCNC(=O)Nc1cc(C(=O)OC)ccc1C	-17	0	1	2	-3	-5	0	0	-4

Following part:
SMILES	GSTO1 counter	PAD4 FP inh	LYPLA1 counter	PAFAH1B2 inh	PAFAH1B3 FP inh	PAFAH2 FP inh	Fam108B inh	pPAFAH inh	PME-1 primary
CCNC(=O)CC1C(=O)N(C)C(=S)N1NC(=O)c1ccc(Cl)cc1 (stereo not drawn)	0	3	-16	6	-2	-1	8	1	-14
Cc1ccc(OCCSc2nc3ccccc3n2CC(=O)O)cc1C	1	-4	1	4	11	4	2	-3	5
O=[N+]([O-])c1nn(-c2ccc3c(c2)OCCO3)n(O)c1=NC1CCN(Cc2ccccc2)CC1	3	2	-2	0	-1	2	12	2	-3
Cc1cccc([C@@H]2[C@@H]3C(=O)N(C)C(=O)[C@@H]3[C@@H]3C(=O)Nc4ccccc4C(=O)N23)c1	3	-8	1	4	9	-2	3	-2	-1
CN(C(=O)COC(=O)c1cc(NS(=O)(=O)c2cc([N+](=O)[O-])ccc2Cl)ccc1O)C1CCCCC1	13	3	1	26*	9	17	4	10	-2
NC(=O)c1ccccc1NC(=O)CN1CCN(Cc2ccc(Cl)cc2Cl)CC1	-1	2	-1	2	11	-3	-2	1	10
COc1ccccc1-c1sc2cc3c(cc2c1C#CC1(O)CCCCC1)OCO3	.	1	-3	0	0	-11	.	3	-7
O=C(COc1ccc(S(=O)(=O)N2CCCCC2)cc1)NCc1ccncc1	-3	1	6	3	2	0	1	18	1
Cc1cnc(CNC(=O)C2CCC(=O)N(Cc3ccc(Cl)cc3)C2)[nH]1 (stereo not drawn)	-4	-2	3	9	14	2	5	3	-1
Cn1c(=O)cc(SCC(=O)NCCC2=CCCCC2)c2ccc(Cl)cc21	2	-1	0	6	-1	-5	-1	4	-2
C/C(=N/NC(=O)CSc1ccccn1)c1ccc([N+](=O)[O-])cc1	0	2	4	1	3	-31	8	4	9
CCOc1ccc(N(CC(=O)NCCc2ccccc2)C(=O)CCC(=O)Nc2cc(C)ccn2)cc1	9	-8	1	4	9	0	-2	5	-4

Record cards, from the list above. Order of values: GSTO1 counter, PAD4 FP inh, LYPLA1 counter, PAFAH1B2 inh, PAFAH1B3 FP inh, PAFAH2 FP inh, Fam108B inh, pPAFAH inh, PME-1 primary
Record of COc1ccccc1-c1sc2cc3c(cc2c1C#CC1(O)CCCCC1)OCO3 = ., 1, -3, 0, 0, -11, ., 3, -7
Record of CN(C(=O)COC(=O)c1cc(NS(=O)(=O)c2cc([N+](=O)[O-])ccc2Cl)ccc1O)C1CCCCC1 = 13, 3, 1, 26*, 9, 17, 4, 10, -2
Record of Cc1ccc(OCCSc2nc3ccccc3n2CC(=O)O)cc1C = 1, -4, 1, 4, 11, 4, 2, -3, 5

Following part.
SMILES	GSTO1 counter	PAD4 FP inh	LYPLA1 counter	PAFAH1B2 inh	PAFAH1B3 FP inh	PAFAH2 FP inh	Fam108B inh	pPAFAH inh	PME-1 primary
C=CCNC(=O)c1ccc2c(c1)N(CC)C(=O)c1ccccc1S2	4	-1	3	5	-3	5	7	10	4
CCOc1ccc(N2C(=O)/C(=C/c3cccs3)N(C)C2=S)cc1	-2	-7	-4	6	-2	-10	-7	2	-3
CC(=O)OCC(=O)c1c[nH]c2ccccc12	-4	6	5	6	3	5	-4	3	0
CC(C)(C)OC(=O)N1CCCC(C(=O)Nc2ccc(C(=O)N3CCOCC3)cc2)C1 (stereo not drawn)	.	2	.	6	11	6	.	3	.
COc1cc(/C=C/C(=O)c2ccc(NS(=O)(=O)c3ccc(C)cc3)cc2)ccc1OC(F)F	-16	-5	-29	-10	-27	-30	-35	3	-60
O=C(OCCN=C1NS(=O)(=O)c2ccccc21)c1ccncc1	2	9	0	2	2	3	-4	-1	9
COC(=O)c1cc(NC(=O)Nc2ccccc2)ccc1Cl	-1	0	-18	-5	-1	-12	-1	-6	-26

Only part of the results is shown (hit frequency here may not be typical).
